Compound activity: PubChem BioAssay, National Center for Advancing Translational Sciences (NCATS)
Cycloheximide cs = counter-screen for Shiga toxin inhibitors: cycloheximide protein synthesis inhibition | cell reporter, cycloheximide protein synthesis inhibition counterscreen | max response, % | 300,000 compounds, 12% hits | AID 2314; in the data active = max response mostly above about 13%, no sharp cut-off; inactive = mostly below about 14%; note: read at 38.3 µM for the half of the compounds with a filed dose; 0% is about no effect
Pf growth 96h = inhibits malaria parasite growth, 96 h; 320,000 compounds, 6.9% hits; Potency, µM (series often up to 28.7 µM), for the others: at the top dose activity change, negative = inhibition, most hits filed as inhibitors; P. falciparum luciferase reporter growth, 96 h; note: potency is the fitted concentration of half-maximal effect; % is set by controls: 0 for no effect and ±100 for the full control effect
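P. falciparum expressing integrated firefly luciferase grown in erythrocytes (2% hematocrit, 0.05% parasitemia final) with compounds for 96 hours at 37 C, 5% CO2. Growth inhibition read as loss of luminescence after adding luciferase detection reagent.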
Pf growth 48h = inhibits P. falciparum growth in the first generation, 48 h; AID 504832; Potency, µM (top dose mostly 28.7 µM), inactives show at the highest dose activity change, negative = inhibition, usual class: inhibitors; P. falciparum luciferase growth in erythrocytes, 48 h; 310,000 compounds, 5.9% hits; note: potency is the fitted concentration of half-maximal effect; % is set by controls: 0 for no effect and ±100 for the full control effect
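Luciferase-expressing P. falciparum in infected erythrocytes (2% hematocrit, 0.1% parasitemia final) in RPMI 1640/0.5% Albumax were exposed to compound for 48 hours at 37 C, 5% CO2; growth read as luminescence.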
Shiga toxin inh = Shiga toxin inhibition. Vero cells, Shiga toxin protein synthesis inhibition reporter. inhibition, % at 38.7 µM. 290,000 compounds, 9.2% hits; in the data active = inhibition mostly above about 28%, no sharp cut-off; inactive = mostly below about 43%; note: 0% is about no effect
LmPK inhibitor = LmPK (Leishmania mexicana) enzyme inhibition. AID 1721. purified LmPK, Kinase-Glo ATP luminescence, 1 h. Potency, µM (series often up to 57.5 µM), without a hit: top-dose activity change, negative = inhibition, usual class: inhibitors. 290,000 compounds, 0.37% hits. Q27686; note: potency is the fitted concentration of half-maximal effect; % is set by controls: 0 for no effect and ±100 for the full control effect
Target sequence (Q27686 whole entry, looked up): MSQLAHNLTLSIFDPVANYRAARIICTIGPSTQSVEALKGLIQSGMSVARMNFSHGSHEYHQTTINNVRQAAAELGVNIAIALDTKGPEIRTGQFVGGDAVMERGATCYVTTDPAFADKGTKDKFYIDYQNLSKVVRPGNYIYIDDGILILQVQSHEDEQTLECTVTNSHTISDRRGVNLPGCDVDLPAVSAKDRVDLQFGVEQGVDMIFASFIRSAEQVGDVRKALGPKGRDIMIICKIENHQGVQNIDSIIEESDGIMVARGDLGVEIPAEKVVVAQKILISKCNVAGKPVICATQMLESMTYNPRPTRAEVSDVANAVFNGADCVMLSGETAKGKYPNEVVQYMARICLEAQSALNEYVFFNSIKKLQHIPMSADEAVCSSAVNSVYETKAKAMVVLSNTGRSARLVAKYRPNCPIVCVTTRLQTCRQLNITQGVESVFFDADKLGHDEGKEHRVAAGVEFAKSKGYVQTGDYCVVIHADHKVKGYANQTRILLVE
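Kinase-Glo luminescence read after 1 h RT reaction of 0.1 nM LmPK with 0.5 mM PEP and 0.1 mM ADP. Activity scaled between uninhibited and enzyme-free controls.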
TbPYK inhibitor = T. brucei pyruvate kinase inhibition; Q57TT1; Potency, µM (doses to about 76.8 µM), for inactives: at the highest dose activity, negative = inhibition, hits mostly inhibitors; 410,000 compounds, 0.12% hits; TbPYK enzyme, Kinase-Glo Plus ATP luminescence, 45 min; note: potency is the fitted concentration of half-maximal effect; % is set by controls: 0 for no effect and ±100 for the full control effect; nearly all actives have a fitted effect of over 50% in size
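Activity of T. brucei pyruvate kinase was followed by Kinase-Glo Plus luminescence after the enzyme reacted 45 min at room temperature with 130 uM ADP (final) and substrate. Test compounds were added before ADP at multiple concentrations.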
AMA1-RON2 inh = disrupts binding of P. falciparum AMA1 to RON2. 360,000 compounds, 0.2% hits. Potency, µM (highest dose often 58.2 µM), for the others: at the highest dose activity change, negative = inhibition, hits mostly inhibitors. AlphaScreen AMA1-biotinylated RON2 peptide binding;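 note: potency is the fitted concentration of half-maximal effect; 0% = vehicle wells and -100% = peptide control; nearly all actives have a fitted effect of over 45% in size; some results filed as inactive show a strong effect at the top dose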
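AMA1 (3D7) with his tag at 25 nM final met compounds first, then biotinylated RON2 peptide at 25 nM; detection used donor plus acceptor beads, 10 µg/mL apiece, read by AlphaScreen after 30 min at room temperature.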
* hit, by the source's call; & = joins results of further samples; [ ] = another dose, or the depositor's remark. Unless noted, calls come from the whole dose curve; as a rule, active = well fitted curve in the direction sought with a large enough effect; inconclusive = small, poorly fitted or top-dose-only effect, or another doubt; inactive = no such curve, though single readings can be large; an effect the other way counts as inactive or inconclusive.

Results for COc1ccc(N=C2S/C(=C\c3ccc(OCC(=O)O)cc3)C(=O)N2CCc2c[nH]c3ccccc23)cc1 ?
Cycloheximide cs: 14; Pf growth 96h: inconclusive; Pf growth 48h: inconclusive; Shiga toxin inh: 4; LmPK inhibitor: -1%; TbPYK inhibitor: 4%; AMA1-RON2 inh: -25%

Results for CCC(C)n1c(SCC(=O)NC2CCS(=O)(=O)C2)nc2ccccc2c1=O (centres undefined) ?
Pf growth 96h: -29%; Pf growth 48h: inconclusive; TbPYK inhibitor: -5%; AMA1-RON2 inh: -14%

What do the screens show for `CC1(C)CC(NS(=O)(=O)c2ccc3ccccc3c2)CC(C)(C)N1`?
Cycloheximide cs: -6; Pf growth 96h: inconclusive; Pf growth 48h: 1%; Shiga toxin inh: -3; LmPK inhibitor: -1%; TbPYK inhibitor: 1%; AMA1-RON2 inh: -5%

How did O=C(/C=C/c1ccc(Cl)cc1)OCC(=O)c1ccc[nH]1 do in these assays?
Pf growth 96h: 39%[activator]; Pf growth 48h: 36%[activator]; TbPYK inhibitor: -6%; AMA1-RON2 inh: -6%

Results for CCN(CC(=O)NCc1cccs1)S(=O)(=O)c1ccccc1Cl ?
Pf growth 96h: 2%; Pf growth 48h: -16%; TbPYK inhibitor: 1%; AMA1-RON2 inh: -3%

How did COc1ccc(N2C(=O)N[C@@H](Cc3ccccc3)C2=O)cc1OC do in these assays?
Cycloheximide cs: -2; Pf growth 96h: 6%; Pf growth 48h: -6%; Shiga toxin inh: -14; LmPK inhibitor: 0%; TbPYK inhibitor: 10%; AMA1-RON2 inh: 0%

Results for O=C(N/N=C/c1ccc[nH]1)c1ccc(Cl)cc1 ?
Cycloheximide cs: 34*; Pf growth 96h: -5%; Pf growth 48h: 54%[activator]; Shiga toxin inh: 39*; LmPK inhibitor: -3%; TbPYK inhibitor: -16%; AMA1-RON2 inh: 46%[activator]

Results for COc1ccccc1C(=O)NCC(=O)OCCCOC(=O)CNC(=O)c1ccccc1OC ?
Cycloheximide cs: -2; Pf growth 96h: 29%; Pf growth 48h: 16%; Shiga toxin inh: -1; LmPK inhibitor: -5%; TbPYK inhibitor: 1%; AMA1-RON2 inh: 14%

What do the screens show for `Cc1cccc(CC2CC(=O)N(c3ncccn3)C2=O)c1` (centres undefined)?
Cycloheximide cs: 1; Pf growth 96h: 2%; Pf growth 48h: 16%; Shiga toxin inh: -3; LmPK inhibitor: -3%; TbPYK inhibitor: 2%; AMA1-RON2 inh: 4%

What do the screens show for `CCn1c(=O)n(CCOC)c(=O)c2c3c(sc21)CCCC3`?
Cycloheximide cs: -3; Pf growth 96h: inconclusive; Pf growth 48h: 3%; Shiga toxin inh: 2; LmPK inhibitor: -2%; TbPYK inhibitor: 1%; AMA1-RON2 inh: -5%

Results for CC(=O)N1CCCc2cc(S(=O)(=O)N3CCCC(C(=O)NCc4ccccc4Cl)C3)ccc21 (centres undefined) ?
Cycloheximide cs: -2; Pf growth 96h: 1%; Pf growth 48h: inconclusive; Shiga toxin inh: -4; LmPK inhibitor: 2%; TbPYK inhibitor: -2%&-1%; AMA1-RON2 inh: -19%

Results for O=C(Cn1ccc2ccccc2c1=O)NCC(=O)N1CCN(c2ccccc2F)CC1 ?
Cycloheximide cs: -1; Pf growth 96h: 16%; Pf growth 48h: 17%; Shiga toxin inh: -5; LmPK inhibitor: 1%; TbPYK inhibitor: -7%; AMA1-RON2 inh: -3%

Results for CN(C(=S)Nc1ccc(F)cc1)C(c1ccccc1)c1ccccc1 ?
Cycloheximide cs: -5; Pf growth 96h: inconclusive; Pf growth 48h: inconclusive; Shiga toxin inh: -6; LmPK inhibitor: -1%; TbPYK inhibitor: 5%; AMA1-RON2 inh: 28%

Results for O=C(Oc1ccc(Cl)cc1)N1CCCCC1 ?
Cycloheximide cs: 35*; Pf growth 96h: -4%; Pf growth 48h: 31%[activator]; Shiga toxin inh: 49*; LmPK inhibitor: -4%; TbPYK inhibitor: 4%; AMA1-RON2 inh: -2%

Results for COc1cccc(/C=C2/SC(=S)N(CC(=O)Nc3nnc(C)s3)C2=O)c1 ?
Cycloheximide cs: -3; Pf growth 96h: -17%; Pf growth 48h: 21%; Shiga toxin inh: -14; LmPK inhibitor: 7%; TbPYK inhibitor: -3%; AMA1-RON2 inh: 96%[activator]

What do the screens show for `COc1cccc(C(=O)OCCN(C)C(C)(C)C)c1`?
Cycloheximide cs: -6; Pf growth 96h: 8.3µM*; Shiga toxin inh: -4; LmPK inhibitor: 14%

What do the screens show for `C=C(C)CNC(=S)NNC(=O)c1ccncc1`?
Cycloheximide cs: -2; Pf growth 96h: 15%; Pf growth 48h: 6%; Shiga toxin inh: 3; LmPK inhibitor: 3%; TbPYK inhibitor: 7%; AMA1-RON2 inh: 94%[activator]

Results for Cc1ccccc1C(=O)N1CCC(C(=O)Nc2ccccc2Cl)CC1 ?
Cycloheximide cs: -4; Pf growth 96h: inconclusive; Pf growth 48h: -5%; Shiga toxin inh: -38; LmPK inhibitor: 0%; TbPYK inhibitor: 8%; AMA1-RON2 inh: 7%

Results for Cc1ccccc1-n1c(O)c(/C=N/NC(=O)c2ccncc2)c(=O)[nH]c1=O ?
Cycloheximide cs: 0; Pf growth 96h: 19%; Pf growth 48h: 10%; Shiga toxin inh: -1; LmPK inhibitor: -2%; TbPYK inhibitor: 6%; AMA1-RON2 inh: -28%

What do the screens show for `CCOc1ccc(CCNC(=O)CCNS(=O)(=O)c2ccc(Br)cc2)cc1OCC`?
Cycloheximide cs: -2; Pf growth 96h: -15%; Pf growth 48h: -13%; Shiga toxin inh: -33; LmPK inhibitor: -14%; TbPYK inhibitor: -5%; AMA1-RON2 inh: -14%

What do the screens show for `N#Cc1ccccc1CSc1nnc(Cc2ccccc2)o1`?
Cycloheximide cs: 21*; Pf growth 96h: inconclusive; Pf growth 48h: 5%; Shiga toxin inh: 53*; LmPK inhibitor: -4%; TbPYK inhibitor: -8%; AMA1-RON2 inh: 17%

What do the screens show for `CN(CC(=O)Nc1ccccc1Cl)C(=O)c1ccccc1Sc1ccccc1C#N`?
Pf growth 96h: 6%; Pf growth 48h: inconclusive; TbPYK inhibitor: -22%; AMA1-RON2 inh: -8%

Results for Cc1ccc2c(CN(C)Cc3ccc(Cl)cc3)cc(=O)oc2c1 ?
Cycloheximide cs: -2; Pf growth 96h: -11%; Pf growth 48h: inconclusive; Shiga toxin inh: 21; LmPK inhibitor: -11%; TbPYK inhibitor: 0%; AMA1-RON2 inh: -3%

How did NNS(=O)(=O)c1ccc(N2CCCC2=O)c([N+](=O)[O-])c1 do in these assays?
Cycloheximide cs: 7; Pf growth 96h: 2%; Pf growth 48h: inconclusive; Shiga toxin inh: 5; LmPK inhibitor: -2%; TbPYK inhibitor: -27%; AMA1-RON2 inh: 3%

What do the screens show for `Cc1ccc(N(CC(=O)Nc2c(C)n(C)n(-c3ccccc3)c2=O)S(C)(=O)=O)c(C)c1`?
Cycloheximide cs: -5; Pf growth 96h: inconclusive; Pf growth 48h: -11%; Shiga toxin inh: -2; LmPK inhibitor: -3%; TbPYK inhibitor: -3%; AMA1-RON2 inh: 0%

What do the screens show for `CCOC(=O)CCC(NC(=O)CC(=O)NC(CCC(=O)OCC)C(=O)OCC)C(=O)OCC` (centres undefined)?
Cycloheximide cs: -1; Pf growth 96h: 32%[activator]; Pf growth 48h: 21%; Shiga toxin inh: -1; LmPK inhibitor: 2%; TbPYK inhibitor: -6%; AMA1-RON2 inh: 17%

What do the screens show for `Clc1ccc(CN2CCN(c3ncccn3)CC2)cc1Cl`?
Cycloheximide cs: 1; Pf growth 96h: 3%; Pf growth 48h: inconclusive; Shiga toxin inh: 14; LmPK inhibitor: -1%; TbPYK inhibitor: 34%; AMA1-RON2 inh: -11%

How did CCC(=O)Nc1ccc(-c2ccc(N3CCCCC3)nn2)cc1 do in these assays?
Cycloheximide cs: 43*; Pf growth 96h: inconclusive; Pf growth 48h: -19%; Shiga toxin inh: 64*; LmPK inhibitor: 1%; TbPYK inhibitor: -8%; AMA1-RON2 inh: 3%

Results for COC(=O)N[C@@H]1C[C@H]2[C@@H]3CC[C@H]4C[C@@H](OC)CC[C@]4(C)[C@H]3CC[C@@]12C ?
Pf growth 96h: inconclusive; Pf growth 48h: inconclusive; TbPYK inhibitor: 2%; AMA1-RON2 inh: 0%

Results for CCOC(=O)c1cc(C(=O)OCC)c2ccccn2c1=O ?
Cycloheximide cs: -1; Pf growth 96h: -2%[5.75 µM]; Pf growth 48h: 16%; Shiga toxin inh: -9; LmPK inhibitor: -2%; TbPYK inhibitor: 1%; AMA1-RON2 inh: 10%

Results for Nc1cc(=O)[nH]c(SCC(=O)N2CCc3ccccc3C2)n1 ?
Cycloheximide cs: -2; Pf growth 96h: 13%; Pf growth 48h: 15%; Shiga toxin inh: -2; LmPK inhibitor: 2%; TbPYK inhibitor: -9%; AMA1-RON2 inh: -7%

Results for CCc1cc(CNC(=O)CC2C(=O)NCCN2Cc2c(F)cccc2Cl)on1 (centres undefined) ?
Cycloheximide cs: -5; Pf growth 96h: inconclusive; Pf growth 48h: 4%; Shiga toxin inh: -9; LmPK inhibitor: 0%; TbPYK inhibitor: -3%; AMA1-RON2 inh: 2%

Results for CS(=O)(=O)N(CC(=O)NCc1ccncc1)c1cc(Cl)ccc1Cl ?
Cycloheximide cs: 1; Pf growth 96h: inconclusive; Pf growth 48h: -3%; Shiga toxin inh: -4; LmPK inhibitor: 0%; TbPYK inhibitor: -3%; AMA1-RON2 inh: 20%

What do the screens show for `NCCC(=O)NCCc1cnc[nH]1`?
Pf growth 96h: 41%[activator]; Pf growth 48h: 0%; TbPYK inhibitor: 3%; AMA1-RON2 inh: -4%

Results for Clc1ccc(-c2nnc(-c3ccccc3)nc2N2CCSCC2)cc1 ?
Cycloheximide cs: 4; Pf growth 48h: inconclusive; Shiga toxin inh: 45; LmPK inhibitor: -3%; TbPYK inhibitor: -11%; AMA1-RON2 inh: -22%

What do the screens show for `CC(C)C(OC(=O)c1cccc(S(=O)(=O)NCC(F)(F)F)c1)C(=O)NC(N)=O` (centres undefined)?
Cycloheximide cs: -1; Pf growth 96h: 62%[activator]; Pf growth 48h: 23%; Shiga toxin inh: -5; LmPK inhibitor: 2%; TbPYK inhibitor: -3%; AMA1-RON2 inh: -3%

How did COc1ccc(C2C(C(C)=O)=C(O)C(=O)N2c2nccs2)cc1 (centres undefined) do in these assays?
Cycloheximide cs: -3; Pf growth 96h: 2%; Pf growth 48h: -8%; Shiga toxin inh: -4; LmPK inhibitor: 0%; TbPYK inhibitor: -7%; AMA1-RON2 inh: 10%

Quoted at random: 2 records from the list, in no set order.
What do the screens show for `CCOC(=O)CCC(NC(=O)CC(=O)NC(CCC(=O)OCC)C(=O)OCC)C(=O)OCC` (centres undefined)?
Cycloheximide cs: -1; Pf growth 96h: 32%[activator]; Pf growth 48h: 21%; Shiga toxin inh: -1; LmPK inhibitor: 2%; TbPYK inhibitor: -6%; AMA1-RON2 inh: 17%

What do the screens show for `CC(C)C(OC(=O)c1cccc(S(=O)(=O)NCC(F)(F)F)c1)C(=O)NC(N)=O` (centres undefined)?
Cycloheximide cs: -1; Pf growth 96h: 62%[activator]; Pf growth 48h: 23%; Shiga toxin inh: -5; LmPK inhibitor: 2%; TbPYK inhibitor: -3%; AMA1-RON2 inh: -3%
